NFkB transloc inh – blocks IL-1B driven NFkB nuclear translocation in HUVEC cells; HUVEC IL-1B NFkB p65 nuclear translocation imaging; inhibition, % at 2 µM; hit rate 0.43% among 94,000; AID 796;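 active = inhibition above about 30% together with a positive call from visual inspection of the well image, limit read from the data; inconclusive = inhibition above a set limit but visual check negative; inactive = inhibition not above a set limit, visual check negative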;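 also: nuclear over cytoplasmic p65 intensity ratio measured by imaging; 0% = IL-1B stimulated DMSO wells and 100% = unstimulated DMSO wells; values of inactives mirror those of a sister screen read the other way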
MRP reversal – compounds reversing MRP-mediated drug resistance; H69AR cells + 2 uM doxorubicin, CellTiter-Glo, 72 h; differential viability (reversal), % at 10 µM; hit rate 0.04% among 85,000; AID 602;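 active = viability drop by adding the cancer drug above about 55%, with treated viability meeting a 40% cutoff, limit read from the data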;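 also: viability without doxorubicin minus viability with 2 µM doxorubicin for each compound; larger differential means the compound sensitizes cells more to doxorubicin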
NFkB transloc pot – enhances IL-1B driven NFkB nuclear translocation | HUVEC IL-1B NFkB p65 nuclear translocation imaging | activation, % at 2 µM | hit rate 0.3% among 94,000 | AID 819;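 active = activation above 40%, about the mean plus 3 SD, also judged a hit on visual image review; inconclusive = activation above 40% but not a hit on visual review; inactive = activation not above 40% and no visual hit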;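 also: percent activation is computed from the nuclear over cytoplasmic p65 intensity ratio; values of inactives mirror those of a sister screen read the other way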
PLAP inhibition – PLAP enzyme inhibitors, biochemical, luminescence, HTS (AID 690). purified PLAP, luminescent substrate; higher % means a stronger effect. inhibition, % at 20 µM; hits with a dose series show IC50 in µM. hit rate 0.08% among 96,000; in the data active = a potency from the dose series; inactive = the rest, 99 in 100 with inhibition below about 30%; also: strong numbers were not always called active
Bcl-B displacement – displacers of TR3 peptide from Bcl-B, primary screen, selectivity assay for Bfl-1 inhibitor project, biochemical, fluorescence polarization. hit rate 0.11% among 96,000. AID 748. FP displacement of FITC-TR3 peptide from Bcl-B; higher % means a stronger effect. one-dose displacement, % at 20 µM; IC50 in µM for titrated hits;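 active = displacement above 50% at 20 µM plus a fluorescence interference ratio under 1.5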;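 also: plate controls were wells without compound for no effect and wells lacking Bcl-B protein for full effect; a part of the inactive calls stands beside numbers as strong as those of hits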
MRP reversal cytotoxicity – also measured in MRP reversal; calls as there; viability, %; H69AR cells, CellTiter-Glo, 72 h; measured here: cytotoxicity without doxorubicin
MRP reversal with doxorubicin – recorded beside MRP reversal, whose call it bears; viability, %; measured here: viability with 2 uM doxorubicin; active compounds read low
NFkB transloc inh cell count 2 µM – second read-out of NFkB transloc inh, no call of its own (marks repeat the call); cell count; measured here: cells passing quality filter;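 raw number of nuclei counted in each imaged well without normalization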
NFkB transloc pot cell count 2 µM – also measured in NFkB transloc pot; calls as there; cell count; measured here: cells passing quality filter
Starred values were filed as active, the others as inactive; ? = inconclusive; nt = no result given. This is a subset, so the mix of outcomes need not match the whole.

Sequence of screens – NFkB transloc inh	NFkB transloc inh cell count 2 µM	MRP reversal	MRP reversal cytotoxicity	MRP reversal with doxorubicin	NFkB transloc pot	NFkB transloc pot cell count 2 µM	PLAP inhibition	Bcl-B displacement
CC12C(=O)N(CCC(=O)O)C(=O)C1C1C=CC2C1 (configuration not stated)
 : 3	166	-4	94	97	-3	166	-5%	0%
Cc1nnc(SCC(=O)NCc2ccc(Cl)cc2)[nH]c1=O
 : nt	nt	13	98	85	nt	nt	-14%	-2%
COc1ccc(-n2c(=O)[nH]cc(C(=O)Nc3ccccc3)c2=O)cc1
 : 12	183	7	103	97	-12	183	-11%	-2%
Cc1cc(C)cc(C(=O)N2CCCCCC2)c1
 : -21	179	2	100	98	21	179	0%	-1%
COc1ccc(C(=O)COC(=O)[C@H](C)Nc2ccc(C(F)(F)F)cc2[N+](=O)[O-])c(OC)c1
 : nt	nt	7	109	101	nt	nt	11%	-307%
COc1ccc(NC(=O)C2CSC3c4ccccc4C(=O)N23)cc1 (configuration not stated)
 : -27	86	5	98	93	27	86	-19%	3%
COc1ccc(C(c2c(O)cc(C)oc2=O)c2c(O)cc(C)oc2=O)cc1
 : -15	126	nt	nt	nt	15	126	5%	20%
CCCC(c1nnnn1Cc1ccc(OC)cc1)N1CCN(c2ccccc2)CC1 (configuration not stated)
 : nt	nt	9	98	89	nt	nt	-23%	3%
C=CCn1c(=O)c2ccccc2n2c(SCC(=O)c3ccccc3)nnc12
 : -30	114	-19	64	83	30	114	-42%	-5%
C=CCN=C1CC(C)(C)CC(=O)/C1=C(\O)c1ccccc1
 : -3	148	nt	nt	nt	3	148	-10%	9%
O=C(NC1CCCCC1)C(c1ccncc1)N(Cc1ccc2c(c1)OCO2)C(=O)C(F)(F)F (configuration not stated)
 : 2	161	30	80	50	-2	161	nt	nt
CCOc1ccccc1NC(=O)CSc1nnc(Cc2cccn2C)n1-c1ccc(F)cc1
 : -65	67	-23	49	72	?	nt	-54%	2%
COc1ccc(NC(=O)c2oc3ccccc3c2C)c(OC)c1
 : -11	144	-11	60	71	11	144	14%	-2%
CCOC(=O)C1(CC)NC(c2ccco2)C2C(=O)N(CC)C(=O)C21 (configuration not stated)
 : -5	157	15	103	88	5	157	-12%	-2%
Cc1ccc(CS(=O)(=O)CCC(=O)NCCCN2CCCC2)cc1
 : -20	155	0	96	96	20	155	-12%	-2%
CCCCCCn1c(CN2CCN(CCO)CC2)nc2c1c(=O)n(C)c(=O)n2C
 : nt	nt	-10	63	73	nt	nt	-36%	-4%
COc1ccc(NC(=O)c2cc(C)on2)cc1OC
 : -2	153	-14	94	108	2	153	4%	-3%
CC1Cc2nc(SCC(=O)NCc3ccccc3)n(Cc3ccccc3)c(=O)c2S1 (configuration not stated)
 : -10	87	-2	79	81	10	87	9%	1%
CN1C(=O)OC(C)(CCc2ccccc2)C1(C)O (configuration not stated)
 : 10	81	4	91	87	-8	81	0%	-6%
COc1cc(NC(=O)c2ccccc2Cl)ccc1NC(=O)c1ccco1
 : 3	157	-7	73	80	-3	157	6%	7%
Cc1ccc(NC(=O)c2nc[nH]c2C(=O)Nc2ccc(C)cc2)cc1
 : 10	169	nt	nt	nt	-10	169	4%	4%
COC(=O)CCC(=O)Nc1ccc(Br)cc1
 : -7	122	nt	nt	nt	7	122	-3%	5%
O=C(Nc1ccccc1)c1ccc2nsnc2c1
 : 4	145	nt	nt	nt	-4	145	7%	-4%
O=C(CNS(=O)(=O)c1ccc2ccccc2c1)OCC(=O)c1ccc(Br)s1
 : -6	155	nt	nt	nt	6	155	27%	-59%
Cc1ccc(C(=O)NC(C)(COc2nonc2C)COc2nonc2C)cc1
 : 14	87	30	83	53	-14	87	-9%	-4%
CCOc1cc2[nH]c(=O)n(CCCCC(=O)N3CCCCCC3)c(=O)c2cc1OCC
 : -6	141	-4	71	75	6	141	nt	nt
CCOC(=O)CN1CC23C=CC(O2)C(C(=O)NCc2ccc(F)cc2)C3C1=O (configuration not stated)
 : nt	nt	6	87	81	nt	nt	-4%	-2%
CCCCC(=O)Nc1cc(N(C)C)nc2ccccc12
 : -26	111	-4	85	89	26	111	14%	3%
CCCCn1c(SCC(=O)Nc2ccccc2C(F)(F)F)nc2ccsc2c1=O
 : 18	138	20	92	72	-18	138	13%	8%
COC(=O)c1sc(NC(=O)c2cc3c(s2)CCCC3)nc1C
 : -4	177	1	72	71	4	177	12%	-3%

Molecules above that contain sulfur:
Sequence of screens – NFkB transloc inh	NFkB transloc inh cell count 2 µM	MRP reversal	MRP reversal cytotoxicity	MRP reversal with doxorubicin	NFkB transloc pot	NFkB transloc pot cell count 2 µM	PLAP inhibition	Bcl-B displacement
Cc1nnc(SCC(=O)NCc2ccc(Cl)cc2)[nH]c1=O
 : nt	nt	13	98	85	nt	nt	-14%	-2%
COc1ccc(NC(=O)C2CSC3c4ccccc4C(=O)N23)cc1 (configuration not stated)
 : -27	86	5	98	93	27	86	-19%	3%
C=CCn1c(=O)c2ccccc2n2c(SCC(=O)c3ccccc3)nnc12
 : -30	114	-19	64	83	30	114	-42%	-5%
CCOc1ccccc1NC(=O)CSc1nnc(Cc2cccn2C)n1-c1ccc(F)cc1
 : -65	67	-23	49	72	?	nt	-54%	2%
Cc1ccc(CS(=O)(=O)CCC(=O)NCCCN2CCCC2)cc1
 : -20	155	0	96	96	20	155	-12%	-2%
CC1Cc2nc(SCC(=O)NCc3ccccc3)n(Cc3ccccc3)c(=O)c2S1 (configuration not stated)
 : -10	87	-2	79	81	10	87	9%	1%
O=C(Nc1ccccc1)c1ccc2nsnc2c1
 : 4	145	nt	nt	nt	-4	145	7%	-4%
O=C(CNS(=O)(=O)c1ccc2ccccc2c1)OCC(=O)c1ccc(Br)s1
 : -6	155	nt	nt	nt	6	155	27%	-59%
CCCCn1c(SCC(=O)Nc2ccccc2C(F)(F)F)nc2ccsc2c1=O
 : 18	138	20	92	72	-18	138	13%	8%
COC(=O)c1sc(NC(=O)c2cc3c(s2)CCCC3)nc1C
 : -4	177	1	72	71	4	177	12%	-3%

Other results.
Sequence of screens – NFkB transloc inh	NFkB transloc inh cell count 2 µM	MRP reversal	MRP reversal cytotoxicity	MRP reversal with doxorubicin	NFkB transloc pot	NFkB transloc pot cell count 2 µM	PLAP inhibition	Bcl-B displacement
CCOc1cc(/C=C2\SC(=S)N(Nc3ccccc3)C2=O)ccc1O
 : -4	150	nt	nt	nt	4	150	-9%	-88%
CC1(C)Cc2nc3sc4c(SCC(=O)NCc5ccco5)ncnc4c3cc2CO1
 : 6	173	-30	26	55	-6	173	-23%	-1%
CCNC(=S)N1CCN(C(=O)c2ccco2)CC1
 : nt	nt	nt	nt	nt	nt	nt	-2%	3%
Cc1ccc(-c2cc3nn(-c4ccccc4)c(N)c3c(=O)o2)cc1
 : -13	161	nt	nt	nt	13	161	14%	4%
CCOc1ccc(C(=O)NCC(C)C)cc1
 : -9	158	23	106	83	9	158	9%	-4%
CCC1(c2cccc(Cl)c2)NC(=O)N(Cc2cc(C(=O)OC)c(C)o2)C1=O (configuration not stated)
 : 9	173	9	96	88	-9	173	-25%	-10%
COc1cc2[nH]c3c(=O)n(CCN(C(C)C)C(C)C)cnc3c2cc1OC
 : 1	52	8	94	87	-1	52	-39%	-5%
CCC(Sc1nc(C)cc(=O)[nH]1)C(=O)Nc1nnc(C)s1 (configuration not stated)
 : 0	118	-3	85	88	0	118	6%	0%
COc1ccc(C2=[N+]([O-])C(C)(C)N(O)C2(C)C)cc1
 : 5	153	7	104	97	-5	153	15%	6%
CCOC(=O)c1cnn2c(C(F)F)cc(C3CC3)nc12
 : 11	101	5	104	99	-11	101	nt	nt
O=[N+]([O-])c1ccc(N2CCCCCC2)c(S(=O)(=O)N2CCCCC2)c1
 : -6	110	nt	nt	nt	6	110	8%	9%
CCOC(=O)C1C(=O)NC(c2ccccc2)=NC1c1ccc(Cl)cc1 (configuration not stated)
 : -4	111	nt	nt	nt	4	111	7%	1%
Nc1cc(Cl)ccc1Oc1ccc(Cl)cc1
 : 4	159	19	87	68	-4	159	-5%	-8%
CCNC(=O)CN1c2cccc3cccc(c23)S1(=O)=O
 : -6	177	nt	nt	nt	5	177	2%	-6%
CC(C)N(C(=O)CSc1ncnc2sc(-c3ccccc3)cc12)C(C)C
 : -4	170	-1	64	66	4	170	-24%	4%
CCn1c(SCC(=O)Nc2cc(C)on2)nc2sc3c(c2c1=O)CCCC3
 : 96*	23*	-2	7	9	-96	23	nt	nt
CCN(CC)C(=O)N1CCC(NC(=O)c2ccc(C(C)(C)C)cc2)CC1
 : -1	96	2	77	75	1	96	-29%	6%
CC(NC(=O)c1ccc(Cl)cc1)C(=O)NC1=NCCS1 (configuration not stated)
 : -20	184	12	101	88	19	184	-5%	-4%
Cn1cc(Br)c(C(=O)NC2CCCCC2)n1
 : -29	131	5	90	84	29	131	16%	-4%
COCCCn1c(SCC(=O)Nc2cccc(C)n2)nnc1-c1ccco1
 : -8	131	9	93	84	8	131	-27%	-4%
CCN(CC)S(=O)(=O)c1ccc2[nH]cc(C(=O)NCCc3ccccc3)c(=O)c2c1
 : -3	172	11	96	86	3	172	-28%	8%
COC(=O)C1=NN(C(=O)c2ccc(C)cc2)C(O)(c2ccc(Cl)cc2)C1 (configuration not stated)
 : 4	182	nt	nt	nt	-2	117	-49%	-67%
Cn1c2c(c(=O)n(C)c1=O)CN(Cc1ccc3c(c1)OCO3)CN2
 : -7	136	-5	89	94	7	136	16%	-4%
CCOC(=O)CC(=O)CSc1nc2ccc(C)cc2cc1C#N
 : 2	192	-1	3	4	-2	192	-23%	7%
CCOc1ccc(OCCOCCN2CCc3ccccc3C2)cc1
 : 4	119	nt	nt	nt	-4	119	-17%	16%
C=COCCNC(=O)Nc1ccc(Cl)cc1Cl
 : -22	142	5	91	86	23	142	24%	-8%
COc1ccc(C2CC(c3ccc(OC)cc3)n3nc(NC(=O)c4ccco4)nc3N2)cc1 (configuration not stated)
 : -19	183	0	98	98	19	183	-82%	7%
O=C(Nc1ccccc1C(=O)OC1CCOC1=O)c1ccco1 (configuration not stated)
 : 0	93	0	84	84	0	93	6%	-3%
COc1ccc(CNc2cccc(F)c2)cc1Br
 : nt	nt	21	108	86	nt	nt	12%	12%
Cc1cccc(C)c1N1CCN(c2ccc3nnc(C(F)(F)F)n3n2)CC1
 : 2	162	9	25	16	-2	162	-56%	-22%

Molecules listed so far containing a nitro group on carbon:
Sequence of screens – NFkB transloc inh	NFkB transloc inh cell count 2 µM	MRP reversal	MRP reversal cytotoxicity	MRP reversal with doxorubicin	NFkB transloc pot	NFkB transloc pot cell count 2 µM	PLAP inhibition	Bcl-B displacement
COc1ccc(C(=O)COC(=O)[C@H](C)Nc2ccc(C(F)(F)F)cc2[N+](=O)[O-])c(OC)c1
 : nt	nt	7	109	101	nt	nt	11%	-307%
O=[N+]([O-])c1ccc(N2CCCCCC2)c(S(=O)(=O)N2CCCCC2)c1
 : -6	110	nt	nt	nt	6	110	8%	9%
